Assay outcomes as filed in PubChem BioAssay.
OXTR ag: agonists of human oxytocin receptor; CHO-OTR cells, Fluo-8 calcium fluorescence; normalized: DMSO 0%, oxytocin 100%; P30559; activation, % at 3 µM; actives 0.32% (n = 320,000);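 active = activation above the mean of all tested compounds plus 3 SD, cutoff set per screening run, cut at about 20% in these data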;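 also: peak over basal fluorescence ratio from a 100 s FLIPR kinetic read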
Target sequence (P30559 whole entry, looked up): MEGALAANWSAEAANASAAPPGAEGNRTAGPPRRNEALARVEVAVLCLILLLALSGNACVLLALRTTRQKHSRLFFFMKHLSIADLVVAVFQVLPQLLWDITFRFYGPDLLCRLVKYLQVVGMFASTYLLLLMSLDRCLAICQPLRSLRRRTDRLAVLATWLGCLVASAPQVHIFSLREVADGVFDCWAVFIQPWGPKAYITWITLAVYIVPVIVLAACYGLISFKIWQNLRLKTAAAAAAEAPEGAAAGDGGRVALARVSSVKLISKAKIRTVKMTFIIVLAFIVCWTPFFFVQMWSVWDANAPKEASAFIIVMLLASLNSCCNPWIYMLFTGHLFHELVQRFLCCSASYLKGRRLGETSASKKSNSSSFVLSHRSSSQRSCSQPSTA
M1 PAM parental: nonselective activator or artifact in parental CHO-K1 calcium assay; activation, % at 3 µM; ATP EC20, Fluo-8 calcium fluorescence; 0% at ATP EC20, 100% at ATP max; actives 0.02% (n = 360,000); AID 602247;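 active = activation above the run cutoff, the mean activation of all test compounds plus 3 SD, cut at about 40% in these data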;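 also: peak over basal fluorescence ratio in a 140 s read after ATP addition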
CHO parental Ca: signal in parental CHO cells, OX1R antagonist counter-screen; parental CHO-K1, ATP-induced calcium, Fluo-8 fluorescence; inhibition, % at 5.6 µM; actives 0.63% (n = 330,000); AID 463079;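 active = inhibition above that plate's mean sample inhibition plus 3 SD, cut at about 26% in these data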;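 also: 0% = ATP-challenged DMSO wells and 100% = DMSO wells without ATP; some compounds past the cut are filed as inactive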
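Test system: untransfected parental CHO cell line; also added: ATP stimulus; dosing: 5.6 µM, single dose; signal: calcium-sensitive Fluo-8 fluorescence; measure: percent inhibition of ATP-evoked calcium rise, normalized to controls; benchmarks: low control ATP plus DMSO, high control DMSO only; replication: one well per compound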
CHO-K1 Ca antag: M1 antagonist counterscreen hit in parental CHO-K1 cells | ATP-induced calcium, Fluo-8 fluorescence | inhibition, % at 3 µM | actives 0.6% (n = 360,000);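 active = inhibition above a per-plate cutoff, the plate's mean sample inhibition plus 3 SD, cut at about 24% in these data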;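 also: 0% = DMSO plus EC80 ATP and 100% = DMSO alone without ATP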
M1 ag parental: M1 agonist counterscreen hit in parental CHO-K1 cells; Fluo-8 calcium fluorescence; scaled to maximal ATP response, vehicle zero; activation, % at 3 µM; actives 0.48% (n = 360,000); AID 602248; in the data active = activation above about 15%;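 also: untransfected CHO-K1 host cells lacking M1 receptor as counterscreen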
GPR7 antag: antagonists of human GPR7 (neuropeptides B/W receptor 1); inhibition, % at 4.4 µM; actives 1.1% (n = 290,000); GPR7-expressing cells, fluorescence antagonist assay; AID 1861; P48145; in the data active = inhibition above about 16%, passing the limit was not always enough;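 also: cells stimulated with the agonist NPW; 0% = agonist with vehicle and 100% = vehicle without agonist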
Target sequence (P48145 whole entry, looked up): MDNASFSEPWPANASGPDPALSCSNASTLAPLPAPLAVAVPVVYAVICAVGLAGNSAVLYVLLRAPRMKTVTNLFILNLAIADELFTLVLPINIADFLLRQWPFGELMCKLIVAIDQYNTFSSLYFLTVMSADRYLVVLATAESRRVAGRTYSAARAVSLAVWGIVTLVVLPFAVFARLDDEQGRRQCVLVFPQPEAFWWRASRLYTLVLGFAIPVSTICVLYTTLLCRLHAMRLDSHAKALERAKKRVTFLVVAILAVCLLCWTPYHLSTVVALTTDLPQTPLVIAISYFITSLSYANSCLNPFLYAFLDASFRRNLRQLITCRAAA
OXTR potentiator: potentiates the human oxytocin receptor response; P30559; CHO-OTR cells, Fluo-8 calcium fluorescence, potentiator mode; 0% = oxytocin EC15, 100% = EC100; activation, % at 3 µM; actives 0.061% (n = 320,000);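 active = activation above that plate's cutoff, the mean activation of tested compounds plus 3 SD, cut at about 6.6% in these data, passing the limit was not always enough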;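 also: 100% uses oxytocin at 75 nM as the full agonist control; some results filed as inactive read as strong as hits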
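Material: human OTR in CHO cells. Compound: 3.0 µM, one dose. Timing: compound 6 min at room temperature before oxytocin, 100 s read. Evaluation: % activation of max/min ratio relative to oxytocin controls. Replication: single well per compound, singlicate. Signal: Fluo-8 calcium dye fluorescence.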
V1aR counter: activates human V1a receptor in oxytocin agonist counter-screen. CHO-V1R cells, Fluo-8 calcium fluorescence, agonist mode; 0% DMSO, 100% 3 nM vasopressin. actives 0.25% (n = 320,000). activation, % at 3 µM;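 active = activation above the mean activation of all tested compounds plus 3 SD, per screening run, cut at about 20% in these data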;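 also: signal is peak over basal fluorescence ratio across a 100 second FLIPR read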
TAAR1 antagonist: human TAAR1 antagonism | AID 624466 | inhibition, % at 3 µM | Q96RJ0 | CHO RD-HGA16 TAAR1, Fluo-8 calcium fluorescence, antagonist | actives 1.5% (n = 360,000);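 active = inhibition above a per-plate cutoff, the mean inhibition of test compounds on that plate plus 3 SD, cut at about 49% in these data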;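 also: 0% = DMSO plus EC80 beta-PEA response and 100% = DMSO alone without agonist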
Target sequence (Q96RJ0 whole entry, looked up): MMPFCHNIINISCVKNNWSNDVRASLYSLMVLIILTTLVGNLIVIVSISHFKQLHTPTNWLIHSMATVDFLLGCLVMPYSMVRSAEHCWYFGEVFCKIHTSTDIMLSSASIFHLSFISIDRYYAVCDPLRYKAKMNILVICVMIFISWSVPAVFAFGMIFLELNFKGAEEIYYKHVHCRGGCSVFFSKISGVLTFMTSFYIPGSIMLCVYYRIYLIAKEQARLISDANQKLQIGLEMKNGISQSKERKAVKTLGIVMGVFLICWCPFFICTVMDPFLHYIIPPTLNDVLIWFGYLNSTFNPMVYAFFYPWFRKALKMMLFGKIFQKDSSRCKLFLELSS
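System: CHO RD-HGA16 cells bearing hTAAR1. Reagent: EC80 β-phenethylamine stimulus. Schedule: seeding 17-24 h prior, 75-min 37 °C, 30-min RT dye loading. Signal: Fluo-8 intracellular calcium dye fluorescence, real-time kinetic reads. Read-out: % inhibition from peak post-agonist over basal fluorescence ratio. Benchmarks: vehicle wells and EC80 agonist wells. Replicates: n of 1.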
An asterisk follows results filed as active; nt = no result given.

SMILES	OXTR ag	M1 PAM parental	CHO parental Ca	CHO-K1 Ca antag	M1 ag parental	GPR7 antag	OXTR potentiator	V1aR counter	TAAR1 antagonist
O=C(COc1ccc2ccc(=O)oc2c1)Nc1ccc(N2CCOCC2)cc1	1.4	20	-1	-5	0.3	-5	6	0.8	-9
CC(=O)c1sc2c(c1OC(=O)c1ccc(Cl)cc1Cl)c(=O)n(-c1ccccc1)c(=S)n2-c1ccccc1	0.7	13	-24	-7	1.6	1	4	1.6	-1
COc1ccccc1C(=O)Nc1nnc(S(=O)(=O)N2CCC(C)CC2)s1	-1.0	-11	-23	21	-0.9	17	-2	5.2	-19
Cc1cc2nc(NCCCO)n(CC(=O)c3cc(C(C)(C)C)c(O)c(C(C)(C)C)c3)c2cc1C	3.6	19	9	-13	0.7	nt	-10	-0.5	44
C[C@]12CCC3C(CC=C4C[C@@H](O)CC[C@@]43C)C1CCC2[C@]1(C)CCC(=O)O1 (stereo partly specified)	1.2	17	-1	-12	0.8	-12	-4	0.2	1
CN(C(=O)COC(=O)c1ccc(Cl)nc1)C1CCS(=O)(=O)C1 (stereo unspecified)	0.5	11	-9	-21	1.0	-13	3	0.0	-1
COc1ccc(C(=O)NC(C(=O)N2CCN(C/C=C/c3ccccc3)CC2)C(C)C)cc1 (stereo unspecified)	nt	11	nt	-5	-0.6	nt	nt	nt	-14
CCOc1ccc2nc(SCC(=O)NC(=O)C(C)C)sc2c1	nt	-6	nt	-4	-0.2	0	nt	nt	-42
CCc1ccc(NC(=O)NCc2cccnc2)cc1	-0.4	10	-6	-10	0.6	6	-6	-0.3	-13
Cc1noc2c1C(c1ccc(N(C)C)cc1)C1=C(CC(C)(C)CC1=O)N2 (stereo unspecified)	-0.4	16	-5	-13	0.9	-6	1	-0.2	8
O=C(Cc1c2ccccc2nc2ccccc12)c1ccccc1	-0.6	21	-29	2	5.0	-15	-4	-0.6	-4
COC(c1ccccc1)c1nc2ccccc2[nH]c1=O (stereo unspecified)	0.0	15	-16	-12	3.5	20	-19	1.0	-19
N#Cc1cccc(NC(=O)Cc2ccccc2)c1	-0.1	14	1	-7	1.0	14	-1	0.7	-11
CCS(=O)(=O)c1ccc(-c2cccc(NC(=O)c3ccco3)c2)nn1	0.2	6	-13	-6	0.6	nt	-9	-0.6	-14
O=C(Nc1nc(=O)c2ccccc2s1)c1ccccc1	-1.5	16	-17	1	0.4	1	5	-0.9	10
CCCCCN1CC(O)=C(c2ccccc2)C1=N	0.5	0	-10	7	0.4	7	-1	0.8	-3
NCCc1nc(-c2ccccc2)cs1	1.5	10	-8	-13	1.0	-2	3	0.4	4
Cc1ccc(S(=O)(=O)/N=S(/c2ccccc2)C(C)C)cc1 (stereo unspecified)	-0.2	19	-6	-5	0.7	-5	-2	-0.7	-15
O=C(NCc1ccccc1Cl)c1ccc(S(=O)(=O)NCc2ccco2)cc1	nt	7	nt	3	1.7	nt	nt	nt	-3
COc1cccc(N=C(N)N=C(N)N)c1	-0.5	-15	-11	7	-0.2	-10	-1	0.1	2
CCOC(=O)c1cnc(-n2nc(C)cc2C)nc1NNc1nc(C)cc(C)n1	-0.9	23	-22	-8	0.7	-7	-5	0.3	-9
CCOC(=O)c1cccc(-c2ccc(C=O)o2)c1	-3.3	17	-3	-7	-0.8	-6	-4	-1.2	-6
Cc1cccc2cc(-c3nc4c(C)cccn4c3NCc3ccco3)c(=O)[nH]c12	-0.5	13	-6	-3	2.8	1	-3	0.3	12
O=c1cc(CO)oc(C(Nc2cccc([N+](=O)[O-])c2)c2ccccn2)c1O (stereo unspecified)	-0.1	20	0	-6	1.0	-6	1	0.9	0
S=c1[nH]nc(-c2cc3ccccc3o2)n1Cc1ccccc1	-2.0	8	-20	-5	0.7	-16	-2	1.0	16
CCCCN(C)S(=O)(=O)c1ccc(C(=O)Nc2nnc(C3=COCCO3)o2)cc1	-1.8	9	-5	1	-0.5	-7	-4	0.2	-6
COc1ccc(/C=N/N(C(C)=O)c2nc(-c3ccc(C)cc3)cs2)cc1	-0.1	-4	-5	7	0.0	-2	-2	-1.1	-13
Cc1ccc(S(=O)(=O)NCCCCCC(=O)Nc2c(C)n(C)n(-c3ccccc3)c2=O)cc1	-1.1	-20	-10	6	-0.9	-6	-6	-0.9	-15
COc1ccc(C2(C(=O)NCCCN(C)C)CCOCC2)cc1	0.8	17	-2	3	0.1	-8	-2	0.9	-2
O=C(NNC(=S)Nc1ccccc1C(F)(F)F)C1CC1	0.2	10	-6	-7	-0.4	-1	-1	0.5	-18
COc1ccc(Cl)cc1C(=O)Nc1cccnc1Cl	-0.7	9	-3	-1	-0.1	14	3	-1.0	-24
COCCCNCC(O)COc1cccc2[nH]c(C)cc12 (stereo unspecified)	-0.2	-2	-14	4	-0.5	-23	-11	0.6	18
Cn1c(CNC(=O)c2cccs2)nnc1SCC(=O)Nc1ccccc1	-1.9	-7	-7	7	-0.1	-7	-8	0.2	-14
CCCNC(=O)C1CCN(S(=O)(=O)c2ccc3c(c2)OCCO3)CC1	1.0	8	-1	2	1.3	nt	-1	0.5	-8
COc1ccc(CC(=O)n2[nH]c(=O)c3ccccc3c2=O)cc1OC	0.2	-25	-13	11	-0.2	16	-8	0.1	18
CC(=O)Nc1ccc(C(=O)COC(=O)C2CC3CCCC(C2)C3=O)cc1 (stereo unspecified)	0.0	-3	2	-2	2.6	nt	-11	0.3	-10
CN1CCN(C(=O)CCc2ccc(S(=O)(=O)NC3CCCCC3)cc2)CC1	-0.5	16	3	-7	0.7	-15	-19	-0.7	10
COc1ccccc1NC(=O)c1cnc(SCC(=O)NCCc2ccccc2)n(C)c1=O	0.6	-6	-16	2	0.3	nt	2	0.6	5
COc1ccc(C2=NOC(C(=O)O)C2)cc1 (stereo unspecified)	0.3	18	-2	-13	0.2	4	2	0.4	4
COc1ccc2cc(Br)ccc2c1CC(=O)NC(C)(C)C	-1.5	7	54*	-2	-0.6	-9	-1	-1.9	-27
CCOc1ccccc1Nc1nc(N)nc(CN2CCCCC2C)n1 (stereo unspecified)	-1.0	-9	-6	-21	0.9	3	-14	-1.0	-20
CC(C)Sc1nnc(NC(=O)c2ccco2)s1	0.4	10	-6	1	0.9	-11	-11	0.2	-15
Cc1ccc2nc(C)c(CN3CCN(c4ccc([N+](=O)[O-])cc4Cl)CC3)n2c1	3.5	-20	34	23	9.8	23*	-13	4.9	-12
CCCCN(CCCC)Cc1ccc(C(=O)NN)o1	-1.0	0	-6	4	0.4	2	-3	1.1	3
COc1ccc(CN2CCN(C(=O)c3cccnc3)CC2)cc1Br	0.3	16	-2	-2	3.2	1	0	0.2	-7
COc1ccc(/C=N\NC(=O)c2ccc(-c3ccccc3)cc2)c(OC)c1OC	nt	-18	nt	2	5.0	-20	nt	nt	39
Cc1onc(-c2c(F)cccc2Cl)c1C(=O)OCC(=O)NC(c1ccccc1)c1ccccc1	2.1	15	-6	-8	1.4	-4	-10	1.6	44
Cc1ccc(-c2nc(CN3CCN(c4cnccn4)CC3)c(C)o2)o1	-0.2	-19	-11	9	0.0	5	-22	-0.9	-7
O=C(/C(=N\Nc1ccccc1)Sc1nnnn1-c1ccccc1)c1ccccc1	-2.1	15	-22	-9	1.7	-8	-6	1.6	-17
CC/C(=N\NC(=O)Nc1nonc1N)c1ccc(OC)c(OC)c1	0.0	9	-13	-7	1.0	-17	-1	1.1	14

Complete entries, looked up by structure. Order of values: OXTR ag | M1 PAM parental | CHO parental Ca | CHO-K1 Ca antag | M1 ag parental | GPR7 antag | OXTR potentiator | V1aR counter | TAAR1 antagonist
`CCCCN(CCCC)Cc1ccc(C(=O)NN)o1` is listed with -1.0 | 0 | -6 | 4 | 0.4 | 2 | -3 | 1.1 | 3
`COc1ccc(Cl)cc1C(=O)Nc1cccnc1Cl` is listed with -0.7 | 9 | -3 | -1 | -0.1 | 14 | 3 | -1.0 | -24

(cont.)
SMILES	OXTR ag	M1 PAM parental	CHO parental Ca	CHO-K1 Ca antag	M1 ag parental	GPR7 antag	OXTR potentiator	V1aR counter	TAAR1 antagonist
CS/C(=N\S(=O)(=O)c1cccs1)Nc1ccc(F)c(Cl)c1	0.8	-16	-5	18	1.0	-7	-5	1.9	-8
CCNC(=O)COC(=O)c1ccc(-n2nc(C)cc2C)cc1	0.7	-3	-2	-15	2.5	-9	1	0.3	-16
CC(C)c1ccc(N2C(=O)C(Cl)=C(N3CCOCC3)C2=O)cc1	-0.1	12	-7	-12	0.8	-8	-7	1.2	-11
Cc1ccsc1C(=O)OCc1nnc(-c2ccccc2)o1	-0.7	2	-23	-5	0.6	nt	-5	1.6	9

Printed as active in GPR7 antag, among the entries above:
| SMILES | GPR7 antag | OXTR potentiator |
| --- | --- | --- |
| Cc1ccc2nc(C)c(CN3CCN(c4ccc([N+](=O)[O-])cc4Cl)CC3)n2c1 | 23* | -13 |

Of the compounds above, 8 have a furan ring, fused or not.
SMILES	OXTR ag	M1 PAM parental	CHO parental Ca	CHO-K1 Ca antag	M1 ag parental	GPR7 antag	OXTR potentiator	V1aR counter	TAAR1 antagonist
CCS(=O)(=O)c1ccc(-c2cccc(NC(=O)c3ccco3)c2)nn1	0.2	6	-13	-6	0.6	nt	-9	-0.6	-14
O=C(NCc1ccccc1Cl)c1ccc(S(=O)(=O)NCc2ccco2)cc1	nt	7	nt	3	1.7	nt	nt	nt	-3
CCOC(=O)c1cccc(-c2ccc(C=O)o2)c1	-3.3	17	-3	-7	-0.8	-6	-4	-1.2	-6
Cc1cccc2cc(-c3nc4c(C)cccn4c3NCc3ccco3)c(=O)[nH]c12	-0.5	13	-6	-3	2.8	1	-3	0.3	12
S=c1[nH]nc(-c2cc3ccccc3o2)n1Cc1ccccc1	-2.0	8	-20	-5	0.7	-16	-2	1.0	16
CC(C)Sc1nnc(NC(=O)c2ccco2)s1	0.4	10	-6	1	0.9	-11	-11	0.2	-15
CCCCN(CCCC)Cc1ccc(C(=O)NN)o1	-1.0	0	-6	4	0.4	2	-3	1.1	3
Cc1ccc(-c2nc(CN3CCN(c4cnccn4)CC3)c(C)o2)o1	-0.2	-19	-11	9	0.0	5	-22	-0.9	-7
